S3 lipid droplet: qHTS Assay for Lipid Storage Modulators in Drosophila S3 Cells. Drosophila S3 cells, BODIPY lipid droplet fluorescence, 18-24 h; cells fed with added oleic acid. lipid storage change, negative = inhibition, % at the top dose, mostly 46.1 µM; hits show Potency in µM. 0.64% of 320,000 active; active = well fitted inhibition curve with a large enough effect in the signal ratio, with a control signal flat, not every such curve was filed as active; inconclusive = small, poorly fitted or top-dose-only effect, or effect the other way, or a change in a side signal; the % refers to the signal ratio
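Drosophila S3 cells got compounds at several concentrations plus oleic acid (400 uM solution). Laser-scanning cytometry with 488 nm excitation read lipid droplets at 500-530 nm and cells at 575-640 nm. Percent activity was relative to 20 uM Triacsin C.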
S3 lipid droplet cell count max: recorded beside S3 lipid droplet, whose call it bears; cell number change, %; measured here: cell count max response;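 cells counted by Cell Tracker Red CMTPX staining in the red channel; peak over a dose series mostly up to 46.1 µM; percent activity relative to internal control wells on each plate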
An asterisk follows results filed as active; i = inactive; ? = inconclusive; . = no result given. % is set by controls: 0 for no effect and ±100 for the full control effect; potency is the fitted concentration of half-maximal effect. The list is partial; rates above refer to the full screens.

SMILES | S3 lipid droplet | S3 lipid droplet cell count max
CCCN(CCC)C(=O)CSc1ncccc1C(=O)O | ? | .
OC(COc1ccc(Cl)cc1)CN1CCN(c2cccc(Cl)c2)CC1 (stereo not given) | ? | .
CN(c1ccccc1)S(=O)(=O)c1cccc(NC(=O)CN2C(=O)NC3(CCCCC3)C2=O)c1 | i | -5
CC(C1CC1)N(C(=O)NC1CCS(=O)(=O)C1)c1ccccc1 (stereo not given) | ? | .
COc1nc(N)nc(CC(=O)C2CC2)n1 | -3% | -1
CCCOc1ccc(C(=O)C(CN2CCCC2)c2ccccc2)cc1 (stereo not given) | ? | .
C/C(=N\NC(=S)Nc1cc(S(=O)(=O)N2CCOCC2)ccc1Cl)c1ccc(N2CCOCC2)cc1 | ? | .
Cn1c(NN)nc2sc3c(c2c1=O)CCC3 | ? | .
CCOC(=O)c1cc(NC(=O)c2ccccc2)c(=O)oc1C(F)(F)F | ? | .
COc1ccc(CCCc2nnc(SCC(=O)NN)o2)c(C)c1 | ? | .
O=C(CNC(=O)c1cccc(F)c1)OCC(=O)N1CCN(C(=O)c2ccco2)CC1 | -7% | 9
COc1cc(NS(=O)(=O)c2ccc3[nH]c(=O)[nH]c3c2)cc(OC)c1 | 24% | 1
CN(CC(=O)Nc1cc([N+](=O)[O-])ccc1Cl)Cc1ccc(Br)cc1 | ? | .
NC(=O)N/N=C/c1ccccc1OC(=O)c1cc2ccccc2oc1=O | i | -4
Cc1ccc(C(=O)OCC(=O)NC2CC2)cc1S(=O)(=O)N1CCOCC1 | -6% | -3
CSc1nc(=S)n(-c2ccc([N+](=O)[O-])cc2)c(C)c1C(C)=O | ? | .
CCOc1ccc2nc(SCC(=O)NCC3CCCO3)c(C#N)cc2c1 (stereo not given) | i | 4
C/C(=N\NC(=O)c1nc(C)cc(C)n1)c1ccccc1 | ? | .
COCCC(=O)N1CCC(Oc2ccc(C(=O)NCc3cccc(C)n3)cc2)CC1 | 17% | 1
O=C(Cc1cccc2ccccc12)N/N=C/c1ccc2cccc(O)c2n1 | ? | .
COc1ccc(NS(=O)(=O)c2cc(NC(=O)Cn3cnc4c3c(=O)n(C)c(=O)n4C)ccc2C)cc1 | -2% | 2
CCOc1ccc(N(C(C)=O)c2nc(C)cc(C)c2C#N)cc1 | 5% | 0
COc1ccc(-n2nc(C(=O)N3CCN(c4ccc(F)cc4)CC3)c3ccccc3c2=O)c(OC)c1 | i | -5
COC(=O)c1ccc(NC(=O)c2ccccc2NS(C)(=O)=O)cc1 | ? | .
O=C(CCC(=O)N1CCOCC1)NCCc1ccc(Cl)cc1Cl | i | -6
CN(C)Cc1c(C(=O)N/N=C/c2ccoc2)nnn1-c1nonc1N | ? | .
C=CCn1cc(-c2ccccc2)cc(C#N)c1=O | ? | .
O=C(CCNC(=O)c1ccccc1Cl)NCC1COc2ccccc2O1 (stereo not given) | ? | .
CC(=O)Nc1ccc(NC(=O)C2CC(=O)Nc3ncnn32)cc1 (stereo not given) | 4% | -7
COc1ccc(-c2c(N)nnc3c2[nH]c2ccccc23)cc1OC | -15% | -19
O=C(CCc1ccc(S(=O)(=O)N2CCOCC2)cc1)Oc1ccccc1 | 0% | -11
COC(=O)c1ccc(COc2ccc3c(C)c(C)c(=O)oc3c2C)o1 | ? | .
O=C(CCNC(=O)c1ccc([N+](=O)[O-])cc1)Nc1cccc(S(=O)(=O)N2CCCCCC2)c1 | ? | .
CCOC(=O)c1sc2nc(C)nc(NCc3ccc(F)cc3)c2c1C | ? | .
CCOc1ncccc1C(=O)OCC(=O)Nc1cc(S(=O)(=O)N2CCOCC2)ccc1C | ? | .
CC(=O)Nc1ccc(C(=O)OCc2ccc(Cl)cc2)cc1 | 7% | -6
O=C(O)CSc1nc(-c2ccc(Cl)cc2)nc2c1oc1ccccc12 | ? | .
O=C(Cn1cc(S(=O)(=O)Cc2cccc(F)c2)c2ccccc21)N1CCOCC1 | -6% | 21
CC(C)c1ccc(CC(C)C2C3=C(CCCC3=O)OC3=C2C(=O)CCC3)cc1 (stereo not given) | ? | .
CCOc1ccc2ccccc2c1/C=N/NC(=O)c1cc(C)[nH]n1 | ? | .
Cc1ccc(NS(=O)(=O)c2ccc(-c3ccc(=O)[nH]n3)o2)cc1 | ? | .
Cc1ccc(C(=O)N/C(=C\c2sccc2C)C(=O)NCCCN2CCOCC2)cc1 | ? | .
O=C(NNC(=O)c1ccccc1[N+](=O)[O-])c1ccc(NC(=O)c2ccccc2)cc1 | i | 2
Cn1cccc1C(=O)NC(=O)COC(=O)CC12CC3CC(CC(Br)(C3)C1)C2 | 7.3µM* | 2.2*
O=C(CN1C(=O)CCSc2ccccc21)Nc1ccc2c(c1)OCCO2 | ? | .
CCOc1ccc(N/C(SC)=C(/C#N)C(N)=O)cc1 | -1% | -9
CC(=O)Nc1nc2ccccc2n1CCN(C)C | -8% | 2
C[C@]1(C(=O)NCCCNc2ncc(C(F)(F)F)cc2Cl)C=C[C@@H](Cc2ccccc2)N1C(=O)c1ccccc1 | ? | .

Whole records as entered above. Order of screens: S3 lipid droplet | S3 lipid droplet cell count max
Listed for CC(=O)Nc1nc2ccccc2n1CCN(C)C = -8% | 2
Listed for O=C(O)CSc1nc(-c2ccc(Cl)cc2)nc2c1oc1ccccc12 = ? | .
Listed for CC(C)c1ccc(CC(C)C2C3=C(CCCC3=O)OC3=C2C(=O)CCC3)cc1 (stereo not given) = ? | .
Listed for O=C(CN1C(=O)CCSc2ccccc21)Nc1ccc2c(c1)OCCO2 = ? | .
Listed for CCOc1ccc(N/C(SC)=C(/C#N)C(N)=O)cc1 = -1% | -9

Remaining list, next part:
SMILES | S3 lipid droplet | S3 lipid droplet cell count max
O=C(CSc1nc2c(sc3ccccc32)c(=O)n1CCCN1CCCC1)NCc1ccccc1 | ? | .
Cn1nnnc1SCc1nc2scc(-c3ccccc3)c2c(=O)[nH]1 | -2% | 10
CCOC(=O)N1CCN(C(=O)c2ccc(OC)c(OC)c2)CC1 | ? | .
COC(=O)c1sccc1NC(=O)Nc1ccc(OC)cc1OC | ? | .
COc1cccc(-n2c(Cc3cc(=O)[nH]c(=O)[nH]3)nnc2SC(C)C)c1 | ? | .
CC(NC(=O)C1CCC1)c1ccc(Cl)cc1 (stereo not given) | ? | .
COc1cccc(CNC(=O)CCC2CCCN(c3cc(C)nc(N4CCCC4)n3)C2)c1 (stereo not given) | -4% | -3
CCN(CC)S(=O)(=O)c1ccc(N/N=C(\C)c2ccncc2)nc1 | i | 23
COc1cc(/C=C/C(=O)O)cc(S(=O)(=O)NCCCC(=O)O)c1OC | ? | .
C=CCSc1nc2ccsc2c(=O)n1-c1cccnc1 | ? | .
CC1=C(C(=O)NC(C)C)C2(CCC(C)CC2)OC1=O (stereo not given) | 2% | 0
CC1(C)c2[nH]c3ccccc3c2C[C@H]2C(=O)N(N)CC(=O)N21 | ? | .
Cc1cc(C(=O)N2CCN(c3ncccn3)CC2)c2cc(F)ccc2n1 | 12% | -11
O=C(O)c1ccc(Sc2nnnn2-c2ccccc2)c([N+](=O)[O-])c1 | ? | .
COc1ccc(C2N(c3ccc(Cl)cc3)N=C(C(C)=O)N(C)N2C(C)=O)cc1 (stereo not given) | 2% | -9
CCOC(=O)c1c(C)[nH]c(C(=O)/C(C#N)=C/c2ccc(OC(F)F)c(OC)c2)c1C | ? | .
CCN1CCCC1CNC(=O)c1cc2c(OC)cccc2[nH]1 (stereo not given) | ? | .
CCN(CC)CCN(C(=O)c1ccc(Br)s1)c1nc2cc3c(cc2s1)OCCO3 | 1% | -2
COc1ccc(C(=O)CC(SCC(NC(C)=O)C(=O)O)c2ccc(Cl)cc2)cc1OC (stereo not given) | ? | .
Cc1cc(C)c(C(=O)CSc2nnc(C)c(=O)[nH]2)cc1C | ? | .
Nc1nc(NCCOCCO)nc(NCc2ccccc2)c1[N+](=O)[O-] | ? | .
CC(C)COc1ccc(Br)cc1CNC(C)(C)C | 6% | -4
c1ccc(C2=Nc3ccccc3SC2c2nc3ccccc3[nH]2)cc1 (stereo not given) | ? | .
CC(=O)Nc1ccc(NC(=O)CSc2nc(=O)n(Cc3ccncc3)c3c2CCC3)cc1 | ? | .
O=C(OCC(=O)N1CCc2ccccc21)c1ccc(Cl)nc1 | ? | .
COc1cc(C2c3c(oc4ccccc4c3=O)C(=O)N2Cc2ccncc2)ccc1O (stereo not given) | ? | .
CCOC(=O)N1CCN(C(=O)c2ccccc2NS(=O)(=O)c2ccc(C)cc2)CC1 | i | .
COc1ccc(NCc2n[nH]nc2-c2ccccc2)cc1Cl | ? | .
Cc1ccc(NC(=S)NC(=O)Cc2ccccc2)c(O)c1 | ? | .
CCOc1cc(/C=N/NC(=O)Cc2ccc(C(F)(F)F)cc2[N+](=O)[O-])c(Br)cc1OC | 14% | -14
COC(=O)CSc1nc2sccc2c(=O)n1-c1ccccc1 | ? | .
CCOc1cc(N2CCOCC2)c(OCC)cc1NC(=O)COC(=O)COc1ccc(C#N)cc1 | ? | .
Cc1ccc(NC(=O)N2CCCC2C(=O)NCc2ccc3c(c2)OCO3)cc1 (stereo not given) | ? | .
CC(C)(C)c1cc(C(=O)Nc2cccc3ccccc23)ccn1 | -6% | -33
Cc1cccc(CSC(Nc2ccc(F)cc2)=C(C#N)C#N)c1 | ? | .
Cn1c(CO)cnc1SCc1ccccc1 | -2% | .
O=C(N/N=C\c1ccc(OCC(=O)N2CCCC2)cc1)C(=O)Nc1ccccc1F | -2% | 7
N#CCCCn1c(O)c(N=NC(=O)C(O)c2ccccc2)c2ccccc21 (stereo not given) | ? | .
O=C(CNC(=O)c1ccc(Cl)cc1)c1ccc(Cl)cc1 | 12% | 10
COC(=O)C1=CC(C(=O)c2cccs2)=NN(c2ccc(OC)cc2)C1C(=O)OC (stereo not given) | ? | .
O=C(NCC1CCCO1)c1ccc(NC(=O)C2C3C=CC(C3)C2C(=O)O)cc1 (stereo not given) | ? | .
C=C(C)CN=C1NN=C(c2cc(C)n(-c3ccc(C)cc3)c2C)CS1 | 17% | .
CCOC(=O)Cc1nnc(NC(=O)C(CC)Sc2nnc3c4ccccc4n(C)c3n2)s1 (stereo not given) | -12% | -1
O=C(CSC(=S)N1CCSCC1)c1ccc(Cl)cc1 | -6% | 10
CC(C)C(=O)Nc1ccc(NC(=O)c2ccccc2Cl)nc1 | i | -5
O=C1C2CC=CCC2C(=O)N1CC(=O)N(Cc1ccccc1)C1CCS(=O)(=O)C1 (stereo not given) | ? | .
COC(=O)CCCC(=O)Nc1c(F)c(F)c(F)c(F)c1F | -100% | -2
CCOc1ccc(S(=O)(=O)NCCC(=O)NC2=NCCS2)cc1 | ? | .
COc1ccc(CN2CCCC(C(=O)c3ccc(Cl)cc3)C2)cc1Cn1cccn1 (stereo not given) | 17% | 0
CCCNC(=O)COc1ncnc2sc(C)c(C)c12 | ? | .
O=C(O)C=C1CCN(c2ncc(C(F)(F)F)cc2Cl)CC1 | -15% | -15
CN(C)c1ccc(N=Nc2ccc(S(=O)(=O)O)cc2)c2ccccc12 | -3% | 0
COc1cc(Nc2cccc[n+]2C)cc(OC)c1OC | ? | .
O=c1c2c(nc3cc(-c4ccc(F)cc4)[nH]n13)CCC2 | 19% | -1
O=C(Nc1ccc2nc3n(c(=O)c2c1)CCCC3)c1cc([N+](=O)[O-])ccc1F | ? | .
C=CCOc1c(Cl)cc(C(=S)N2CCCC2)cc1OCC | ? | .
CCOC(=O)c1cc2cc(OC)ccc2nc1C | 9% | 7
CCN1CCN(Cc2ccc(NC(=O)CC3Oc4ccc(C)cc4NC3=O)cc2)CC1 (stereo not given) | 9% | .
CC(C)NC(=O)CCn1nc(-c2ccc(Cl)cc2)c2ccccc2c1=O | 9% | 18
Cn1c(CO)cnc1SCC(=O)c1ccc(Cl)cc1 | ? | .

Exported with values under each structure: four of the compounds above.
Each structure is followed by: S3 lipid droplet	S3 lipid droplet cell count max
CCN1CCN(Cc2ccc(NC(=O)CC3Oc4ccc(C)cc4NC3=O)cc2)CC1 (stereo not given)
  9%	.
CC(C)NC(=O)CCn1nc(-c2ccc(Cl)cc2)c2ccccc2c1=O
  9%	18
COc1cc(Nc2cccc[n+]2C)cc(OC)c1OC
  ?	.
COc1ccc(CN2CCCC(C(=O)c3ccc(Cl)cc3)C2)cc1Cn1cccn1 (stereo not given)
  17%	0

(more compounds)
SMILES | S3 lipid droplet | S3 lipid droplet cell count max
COc1ccc(NC(=O)C2CCCN(S(=O)(=O)c3c(C)[nH]c(=O)[nH]c3=O)C2)cc1OC (stereo not given) | 5% | -6
CSc1ccc(COC(=O)CCS(=O)(=O)c2ccc(C)cc2)cc1 | ? | .
COc1ccc(N2CCN(C(=O)CCS(=O)(=O)c3ccc4c(c3)CCN4C(=O)C3CC3)CC2)cc1 | i | 25
O=C(Nc1nnc(-c2ccco2)o1)c1cccc(N2C(=O)CCC2=O)c1 | ? | .
COc1cccc(CN2CC(C(=O)NCCOc3ccccc3F)CCC2=O)c1 (stereo not given) | i | .
O=C(NC1CCCCCC1)c1c(F)c(F)c(F)c(F)c1F | -2% | -26
COc1ccc(-c2nc(CCl)cs2)cc1OC | 5% | 17
Nn1cnc2c(c1=O)C1(CCCCC1)Cc1ccccc1-2 | -1% | 22
Cc1cccc(C)c1NC(=O)C(NC(=O)c1ccccn1)c1ccc([N+](=O)[O-])cc1 (stereo not given) | ? | .
C/C(=N\O)c1cc(Cl)cc(Cl)c1O | 1% | -4

Source: PubChem (National Center for Advancing Translational Sciences (NCATS))
